# CRFBP-R2 agonist – agonists of human CRF-binding protein/CRF-R2 receptor complex; HEK293 CRF-R2/CRF-BP, calcium dye fluorescence (FLIPR); percent of saturating CRF peptide response; activation, % at 13.2 µM; actives 0.46% (n = 350,000);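 active means activation of at least 50%, plus an integration ratio under a set limit after plate pattern correction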;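 further: plate controls were neutral control wells without compound for no effect and CRF at EC100 for full effect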
# M4 PAM – potentiates acetylcholine response at human M4 receptor. activation, % at 3 µM. AID 624126. CHO-K1 hM4/Gqi5, Fluo-8 calcium fluorescence, ACh EC20; 0% = ACh EC20, 100% = maximal ACh. actives 0.4% (n = 360,000). P08173;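 active means activation above its plate's cutoff, the mean activation of sample wells plus 3 SD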; further: some results filed as inactive read as strong as hits
# M4 ag – CHRM4 agonism in calcium assay; activation, % at 3 µM; P08173; actives 0.14% (n = 360,000); AID 624127; CHO-K1 hM4/Gqi5, Fluo-8 calcium fluorescence; vehicle 0%, full acetylcholine response 100%;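 active means activation above the run mean over all test wells plus 3 SD, cut at about 32% in these data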;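 further: peak over basal fluorescence ratio per well then scaled between controls; 0% = DMSO wells and 100% = acetylcholine at EC100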
# M4 antag – blocks acetylcholine activation of human M4 receptor | CHO-hM4 cells, ACh EC80, Fluo-8 calcium fluorescence | inhibition, % at 3 µM | actives 0.73% (n = 360,000) | AID 624125;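 active means inhibition above its plate's cutoff, the mean inhibition of sample wells plus 3 SD, cut at about 27% in these data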;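 further: 0% = acetylcholine EC80 with DMSO and 100% = DMSO without agonist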
# IDE inh – inhibits human insulin-degrading enzyme in HEK cells; P14735; FAbetaB cleavage, fluorescence polarization; inhibition, % at 5.59 µM; actives 0.41% (n = 320,000);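 active means percent inhibition above the average of all tested compounds plus 3 SD, set per screening campaign, cut at about 16% in these data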;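 further: IDE supplied by intact live HEK cells; FP after avidin binding of uncleaved biotin substrate so inhibition keeps polarization high; 0% = DMSO wells and 100% = 60 µM reference IDE inhibitor Ii1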
# Target sequence (P14735 whole entry, looked up): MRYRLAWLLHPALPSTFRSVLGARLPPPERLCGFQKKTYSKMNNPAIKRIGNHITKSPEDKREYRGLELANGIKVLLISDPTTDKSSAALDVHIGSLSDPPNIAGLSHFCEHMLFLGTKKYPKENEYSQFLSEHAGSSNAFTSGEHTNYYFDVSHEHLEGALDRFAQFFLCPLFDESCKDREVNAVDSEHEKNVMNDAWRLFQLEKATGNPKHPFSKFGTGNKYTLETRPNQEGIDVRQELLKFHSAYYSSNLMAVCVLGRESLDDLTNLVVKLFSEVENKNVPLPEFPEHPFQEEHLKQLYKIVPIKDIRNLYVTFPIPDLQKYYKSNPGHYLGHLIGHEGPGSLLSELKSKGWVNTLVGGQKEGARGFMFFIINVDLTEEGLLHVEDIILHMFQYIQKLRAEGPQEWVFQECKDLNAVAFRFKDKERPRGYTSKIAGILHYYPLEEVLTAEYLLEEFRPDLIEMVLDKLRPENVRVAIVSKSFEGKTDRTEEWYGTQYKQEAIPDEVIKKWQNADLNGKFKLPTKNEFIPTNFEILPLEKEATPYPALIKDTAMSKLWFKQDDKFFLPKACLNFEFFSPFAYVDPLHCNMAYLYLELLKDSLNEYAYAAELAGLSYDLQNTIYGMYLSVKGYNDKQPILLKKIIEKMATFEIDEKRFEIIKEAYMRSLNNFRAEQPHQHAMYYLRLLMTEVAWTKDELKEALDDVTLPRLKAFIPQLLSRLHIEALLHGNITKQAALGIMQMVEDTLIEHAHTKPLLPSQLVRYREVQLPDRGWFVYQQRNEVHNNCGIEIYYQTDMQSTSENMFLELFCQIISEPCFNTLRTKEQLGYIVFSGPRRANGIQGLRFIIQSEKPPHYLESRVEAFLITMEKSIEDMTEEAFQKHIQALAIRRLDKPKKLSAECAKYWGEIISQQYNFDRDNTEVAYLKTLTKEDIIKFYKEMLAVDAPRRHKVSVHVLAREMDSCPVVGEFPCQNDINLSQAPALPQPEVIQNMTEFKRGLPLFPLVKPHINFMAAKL
# M5 antag – antagonists of human muscarinic M5 receptor (CHRM5) | P08912 | CHO-hM5 cells, Fluo-8 calcium fluorescence, ACh EC80 | inhibition, % at 3 µM | actives 0.59% (n = 360,000);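 active means inhibition above a per-plate cutoff, the mean of that plate's test compounds plus 3 SD, cut at about 27% in these data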;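 further: 0% = acetylcholine EC80 with DMSO and 100% = DMSO without agonist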
# M5 PAM – potentiates acetylcholine response at human M5 receptor. CHO-K1 hM5, Fluo-8 calcium, ACh EC20 PAM; 0% = ACh EC20, 100% = ACh EC100. P08912. activation, % at 3 µM. AID 624038. actives 0.3% (n = 360,000);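 active means activation above the run cutoff, the mean activation of all test compounds plus 3 SD, cut at about 18% in these data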
#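 System – CHO-K1 hM5 cells · Compound – 3 µM, single dose · Incubation – compound preincubation 140 s before EC20 acetylcholine addition · Technique – Fluo-8 calcium fluorescence · Measure – Max/basal fluorescence ratio as % of EC20–EC100 ACh window · Benchmarks – low control EC20 acetylcholine (0%), high control EC100 acetylcholine (100%) · Replication – singlicate, one well per test compound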
# M5 ag – CHRM5 agonism in calcium assay. P08912. CHO-K1 hM5 cells, Fluo-8 calcium fluorescence; 0% DMSO wells, 100% maximal acetylcholine response. activation, % at 3 µM. actives 0.19% (n = 360,000);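 active means activation above the run's mean over test compounds plus 3 SD, cut at about 23% in these data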;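 further: signal is peak over basal fluorescence ratio across the kinetic read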
# CRFR2-BP antag – blocks CRF-induced signaling of the CRF-BP/CRF-R2 complex | inhibition, % at 11.8 µM | HEK293 CRF-R2/CRF-BP, CRF-induced calcium fluorescence | actives 0.59% (n = 350,000) | AID 588475;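 active means inhibition of the ligand-induced calcium signal above about 50% at the single tested concentration, limit read from the data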
# Numbers without * were called inactive; . = no result given. The order is random; 2.9% or so of the library scored in one or more.
SMILES,CRFBP-R2 agonist,M4 PAM,M4 ag,M4 antag,IDE inh,M5 antag,M5 PAM,M5 ag,CRFR2-BP antag
COc1ccc(CCNC(=O)CSc2nc3[nH]ncc3c(=O)n2-c2ccccc2OC)cc1OC,4.3,4,1,3,-2,-7,6,-2,45
CCN(Cc1cc2cc(OC)ccc2[nH]c1=O)C(=O)Cc1ccc(OC)cc1,-1.1,1,3,-3,4,-3,-5,-1,-27
CCN(CC(=O)Nc1cccc(C(C)=O)c1)S(=O)(=O)c1ccc(C)cc1,-0.5,1,4,-5,2,-11,0,1,0
COc1ccc(S(=O)(=O)N2C[C@H]3CON(C)[C@H]3C[C@H]2c2cccc(Br)c2)cc1,-1.2,3,1,-6,.,-1,4,-1,8
Cc1ccccc1NC(=O)C(C)OC(=O)CNS(=O)(=O)c1ccc(C#N)cc1 (configuration not stated),-0.9,4,1,-5,2,10,1,-1,0
CCc1cccc(NC(=S)N(CCOC)C2CCN(C(C)=O)CC2)c1,0.0,-8,2,6,1,6,2,1,0
COc1cccc(C2C(C(C)=O)=C(C)Nc3ncnn32)c1 (configuration not stated),-0.4,1,0,-2,5,13,-1,1,25
O=C(COC(=O)c1cccnc1Cl)NC12CC3CC(CC(C3)C1)C2,1.6,10,8,-17,5,-2,-2,4,-7
COc1ccc(CN2C(=O)CCC2(C)c2nnnn2C2CCCCC2)cc1 (configuration not stated),.,21,5,0,.,-11,12,8,.
COc1ccc(/C=C/c2c([N+](=O)[O-])c(=O)n(C)c(=O)n2C)c(OC)c1,-3.9,1,0,-3,-4,6,3,3,19
C/C(Cc1ccccc1)=N\NC(=O)CNC(=O)COc1ccccc1,-2.0,-3,1,-4,1,13,-1,3,7
CCOC(=O)C1=C(C)OC(N)=C(C#N)C1c1ccc(C)s1 (configuration not stated),0.1,-5,0,-5,8,-5,-7,-2,-5
CCn1ccnc1CNC(=O)C1CCC(=O)N(Cc2cccc(C(F)(F)F)c2)C1 (configuration not stated),-0.5,1,0,-5,0,-6,15,-3,10
CCn1c(/C=C/N(C(C)=O)c2ccccc2)[n+](CC)c2ccc(Cl)cc21,0.7,8,1,-3,11,2,2,-4,6
CC(=O)C[C@@H]1OC[C@H](C)N1S(=O)(=O)c1ccc(C)cc1,.,-1,1,6,.,-5,3,0,.
Cc1ccccc1C(=O)OCC(=O)N1CC(=O)Nc2ccccc21,-0.4,2,3,-1,.,4,0,1,-3
CCOC(=O)C1[C@H]2C(=O)N(C(C)c3ccc(OC)cc3)C[C@]23C=C[C@H]1O3 (some centres not stated),3.6,-32,0,75*,-6,22,-23,-7,-3
Nn1c(Nc2ccccc2)nc2ccccc2c1=O,1.8,1,2,4,1,0,0,3,31
N#CCCN1CCN(S(=O)(=O)c2ccc3c(c2)CCC3)CC1,0.6,9,1,1,1,-1,4,-1,-5
CC1CCN(C(=O)N2c3ccccc3Sc3ccccc32)CC1,-0.2,-7,0,5,-4,-3,0,-6,-3
COc1ccc(S(=O)(=O)N(C)C)cc1NC(=O)CCNC(=O)c1ccccc1OC,-2.2,-4,9,-3,8,9,0,-1,-1
O=C1N[C@@H](Cc2ccccc2)COC(=O)[C@@H](Cc2ccc(F)cc2)CC/C=C/C[C@@H]1CC(=O)N(CCO)Cc1ccccc1,2.1,7,13,4,2,5,1,9,-22
Cc1nn2c(NCC(C)C)c3c(nc2c1-c1ccccc1)CCC3,0.4,1,1,-8,3,7,-2,1,-8
Cn1cnnc1SCC(=O)Nc1nc(-c2ccc(F)cc2)cs1,-2.0,-15,16,3,5,14,-11,2,19
CCOc1ccc(CNC(=O)C2CCN(S(=O)(=O)N3CCC(C)CC3)CC2)cc1OC,1.3,0,0,-8,.,-1,-1,-1,5
Cc1cccc(C(O)C(O)c2cccc(C)n2)n1 (configuration not stated),3.8,-5,1,8,.,21,-11,-2,-12
O=C(Nc1ccccc1N1CCN(C(=O)c2ccccc2)CC1)c1ccc2c(c1)OCO2,-2.6,-9,11,-1,11,5,-14,3,23
Cc1ccc(COc2ccc(/C=N/NC(=O)c3ccc(CN4CCOCC4)cc3)cc2)cc1,-0.5,1,5,-1,8,-4,-3,5,-6
CC(C(=O)N1CCc2ccccc21)N1CCN(S(=O)(=O)c2cccs2)CC1 (configuration not stated),1.1,5,1,-9,5,-4,10,2,-1
CC(C)C1CC(CCN2CCCCC2)(c2ccccc2)CCO1 (configuration not stated),0.3,-10,2,6,4,-5,-12,-11,-1
Cc1ccccc1-c1cccc([C@@H]2C[C@H]3[C@H](CON3C)CN2C(=O)C(C)(C)C)c1,-4.7,8,1,-9,.,-5,-2,2,-11
COCCn1c(SCC(=O)Nc2cc(C)on2)nc2ccccc21,0.7,-3,1,7,-6,4,-4,0,-4
COc1ccc(Cl)cc1N(CC(=O)NCCSc1ccccn1)S(=O)(=O)c1ccccc1,0.0,-8,14,3,1,12,-6,0,-1
CN(CCC1CCCCO1)C(=O)CCc1nnc(C2CCCCC2)o1 (configuration not stated),-1.2,8,0,-1,-2,11,-7,2,4
CC(=O)N1CCc2cc(S(=O)(=O)CCC(=O)Nc3cc(C)cc(C)c3)ccc21,0.6,-2,0,10,3,-11,10,-4,-13
Cc1ccc(NC(=O)C(=O)NN=C2CCCC2)cc1C,0.9,9,2,-5,3,0,0,0,6
CCOC(=O)c1c(C)c(C(=O)N2CCN(C(=O)c3ccco3)CC2)c(C)n1C,-0.1,-3,0,1,14,8,-1,0,-6
CSCCC(c1nnnn1C1CCCCC1)N1CCN(C/C=C/c2ccccc2)CC1 (configuration not stated),.,-7,0,-7,.,-15,-6,-8,.
O=C(N/C(=C\c1cccnc1)C(=O)N1CCOCC1)c1ccco1,13,1,0,7,1,2,5,0,-53
Cn1c(=O)cc(N2CCOCC2)[nH]c1=O,3.3,0,1,5,0,9,-5,1,5
CCN1CCc2c(sc(NC(=O)c3ccc(S(=O)(=O)N(C)CC4CCCO4)cc3)c2C(N)=O)C1 (configuration not stated),-1.2,-2,1,1,2,6,-2,-4,-3
COCCNC(=S)N1CCN(c2ccc(Cl)cc2)CC1,-0.7,4,2,9,0,-7,2,1,0
CCOc1ccccc1NC(=O)CN1CCN(Cc2ccccc2)CC1,-1.5,-5,1,19,-2,15,-1,0,8
O=C1CCN(Cc2ccc([N+](=O)[O-])cc2)CCN1CCO,-0.6,4,1,-3,1,8,0,5,9
C=C1CC(COc2cc(=O)oc3ccccc23)(c2ccccc2)OC1=O (configuration not stated),4.0,3,2,-11,.,16,-4,0,-28
CCOC(=O)C1=C(N)N(c2ccc(C)cc2)C2=C(C(=O)CCC2)C1c1cccs1 (configuration not stated),-0.1,2,2,-3,1,5,-3,-8,35
CC1=NOC(=O)/C1=C/c1ccc(-c2ccc(Cl)cc2)o1,.,-2,9,34*,1,17,-7,2,.
COc1ccc(OC)c(N(CC(=O)NC2CC3CCC2C3)S(=O)(=O)c2ccccc2)c1 (configuration not stated),-2.9,1,8,-17,7,-11,-2,-3,-7
COC(=O)c1ccc(/C=N/OCC(=O)Nc2cc(F)ccc2F)cc1,-0.6,-12,11,-1,9,15,-6,4,-14
COc1ccc(C(=O)Nc2ccccc2C(=O)N2CCCCC2C)cc1 (configuration not stated),-0.3,-3,2,-1,12,-5,3,0,2
# Going on with the list.
SMILES,CRFBP-R2 agonist,M4 PAM,M4 ag,M4 antag,IDE inh,M5 antag,M5 PAM,M5 ag,CRFR2-BP antag
CC1CN(C)C(C)C/C1=N/Oc1ccccc1[N+](=O)[O-] (configuration not stated),0.3,-6,1,4,0,14,-7,-10,-16
O=C(NCc1ccccc1)[C@@H]1C[C@H]1[C@@H](NP(=O)(c1ccccc1)c1ccccc1)c1ccccc1,-2.9,14,-1,-6,-5,9,10,-1,1
COC(=O)CCN(C(=O)c1cccc(OC(C)=O)c1)c1ccccn1,1.1,1,1,7,7,5,0,-3,-6
CC(=O)Nc1nc(=S)ss1,-1.2,0,0,-1,7,-2,4,0,6
Cc1ccc(CSC2=CS(=O)(=O)c3ccccc3N2)cc1,-2.9,-9,3,-1,1,3,-2,4,8
COC(=O)c1nn(C)c(=O)[nH]c1=O,-1.4,5,1,-11,.,3,2,2,6
CCOC(=O)c1ccccc1NS(=O)(=O)c1ccc(S(=O)(=O)N2CCCC2)cc1,9.2,-5,5,1,3,-1,-10,-5,2
CC(C)(C)SCCNC(=O)c1ccc(CN2CCc3ccccc3C2)cc1,-0.8,-7,1,6,0,2,1,-9,20
CCOC(=O)c1ccc(N2C(=O)C3CC=CCC3C2=O)cc1 (configuration not stated),-0.8,10,0,9,2,-3,5,0,5
Nc1nnc(CCOc2ccccc2Cl)s1,-0.2,-4,1,4,1,4,-10,-1,-42
Cc1cccc(C)c1-n1nnnc1C(c1ccccc1)N1CCN(C/C=C/c2ccccc2)CC1 (configuration not stated),.,-16,0,12,.,31*,-22,-8,.
CC1=CC(C)(C)NC(=S)N1c1cccc(Cl)c1,-1.6,10,1,-13,.,4,-5,0,-2
COc1ccc(C(=O)N2C(=S)NC(=O)/C2=C\c2ccc(C)cc2)cc1,2.7,12,1,-5,-2,1,1,-1,8
O=C(NCC(=O)N(CC1CCCO1)C1(C(=O)NC2CCCC2)CCCCC1)c1ccccc1 (configuration not stated),-1.1,12,1,-2,0,-9,6,-3,20
CCOc1ccc(N2CSC3=C(C#N)C(c4ccco4)CC(=O)N3C2)cc1 (configuration not stated),3.1,2,2,-4,10,8,-5,1,-5
O=c1c2ccccc2[nH]c(=S)n1CCCN1CCN(c2ccccc2)CC1,-0.4,9,5,-17,5,2,-4,-3,-4
Cc1cccc(C(=O)NC(C)c2ccc(-n3ccnc3)cc2)c1C (configuration not stated),-1.1,0,2,-2,0,5,2,-2,5
c1ccc(-c2sc3ccccc3c2-c2ccc(OCCN3CCOCC3)cc2)cc1,1.4,1,-1,-5,3,3,-3,5,2
Cc1cc2nnc(SCC(=O)Nc3cc(S(=O)(=O)N4CCOCC4)ccc3Cl)n2c2ccccc12,-1.0,-13,10,4,2,19,-19,-4,14
COc1cc(C(=O)Nc2ccc3c(c2)OCCO3)c(-n2cnnn2)cc1OC,5.3,18,3,-7,-2,-4,-6,-2,-5

# Full records, quoted from the list. Screens in order: CRFBP-R2 agonist, M4 PAM, M4 ag, M4 antag, IDE inh, M5 antag, M5 PAM, M5 ag, CRFR2-BP antag
# Profile of O=c1c2ccccc2[nH]c(=S)n1CCCN1CCN(c2ccccc2)CC1 : -0.4, 9, 5, -17, 5, 2, -4, -3, -4
# Profile of Cc1cccc(C(=O)NC(C)c2ccc(-n3ccnc3)cc2)c1C (configuration not stated) : -1.1, 0, 2, -2, 0, 5, 2, -2, 5
# Profile of Cc1cc2nnc(SCC(=O)Nc3cc(S(=O)(=O)N4CCOCC4)ccc3Cl)n2c2ccccc12 : -1.0, -13, 10, 4, 2, 19, -19, -4, 14
# Profile of COc1cc(C(=O)Nc2ccc3c(c2)OCCO3)c(-n2cnnn2)cc1OC : 5.3, 18, 3, -7, -2, -4, -6, -2, -5
# Profile of c1ccc(-c2sc3ccccc3c2-c2ccc(OCCN3CCOCC3)cc2)cc1 : 1.4, 1, -1, -5, 3, 3, -3, 5, 2
